High-throughput results as filed in PubChem BioAssay.
aDG glyco act: alpha-DG glycosylation activation; hit rate 0.22% among 360,000; Pro5-aDG cells, alpha-DG glycosylation AlphaScreen (IIH6); 0% Pro5, 100% B10-LARGE cell signal; activation, % at 10 µM; AID 624168;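 active means activation of at least 8% versus controls, or a plate z-score of at least 8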;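 further: Pro5 are CHO cells carrying HIG-tagged alpha-DG that lacks glycosylation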
MITF TRPM1 inh: MITF TRPM1 promoter inhibition in SK-MEL-5 cells; SK-MEL-5 TRPM1 promoter luciferase, 24 h; inhibition, % at 12.5 µM; hit rate 0.83% among 330,000; AID 488899;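 active means mean inhibition across replicates of 60% or more, whatever share of single replicates reaches that level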; further: values of inactives mirror those of a sister screen read the other way
KKLEB tox: reduces viability of KKLEB cystic fibrosis airway cells | KKLEB CF airway cells viability, ATPlite luminescence, overnight; active compounds read low; cells stimulated with P. aeruginosa culture filtrate | activity change (cytotoxicity), % at 5 µM | hit rate 0.36% among 360,000 | AID 602141;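 active means corrected activity change at or below -50% at 5 µM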
iPSC survival up: increases survival of single human iPS cells | survival enhancement, % at 20 µM | AID 602274 | hiPSC single-cell survival, ATPlite luminescence; 100% = ROCK inhibitor wells, 0% = DMSO | hit rate 0.044% among 360,000; in the data active means survival enhancement above about 18%;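 further: cells exposed to compounds for 16 hours before the ATP read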
Shn3 inh set2: inhibitors of Schnurri-3 3'UTR reporter in osteoblasts | inhibition, % at 12.5 µM | Clone20 osteoblast Shn3 3'UTR firefly luciferase, 24 h | hit rate 0.52% among 360,000;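 active means mean inhibition of at least 75% with every replicate also reaching 75%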;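 further: 0% = median of neutral control wells and 100% = pilot-screen positive control compound; some compounds past the cut are filed as inactive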
NR2E3 ag-1: agonists of human nuclear receptor NR2E3; AID 2300; inhibition of corepressor binding, % at 4.78 µM; Q9Y5X4; hit rate 0.12% among 320,000; GST-NR2E3/biotin-RetCOR TR-FRET, 1536-well;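 active means percent inhibition above the cutoff of mean plus 3 SD of all tested compounds, set per screening campaign, cut at about 20% in these data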;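 further: 0% = DMSO wells and 100% = biotin wells as full block of FRET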
Target sequence (Q9Y5X4 whole entry, looked up): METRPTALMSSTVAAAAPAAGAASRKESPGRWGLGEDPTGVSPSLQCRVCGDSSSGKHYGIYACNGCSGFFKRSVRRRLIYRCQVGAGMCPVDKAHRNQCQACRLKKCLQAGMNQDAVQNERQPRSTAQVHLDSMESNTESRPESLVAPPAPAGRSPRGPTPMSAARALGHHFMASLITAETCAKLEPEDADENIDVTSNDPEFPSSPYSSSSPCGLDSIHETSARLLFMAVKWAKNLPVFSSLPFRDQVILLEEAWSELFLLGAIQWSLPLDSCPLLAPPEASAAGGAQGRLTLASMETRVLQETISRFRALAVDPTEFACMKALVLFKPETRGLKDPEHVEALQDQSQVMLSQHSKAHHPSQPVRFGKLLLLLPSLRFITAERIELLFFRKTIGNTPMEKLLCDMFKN
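System: GST-tagged NR2E3 plus biotinylated RetCOR corepressor; Amount: 1.35 nM GST-tagged NR2E3 final; Dosing: single nominal compound dose of 4.8 µM; Schedule: 5 h incubation at 4 °C; Technique: TR-FRET with europium anti-GST and streptavidin-D2, 340 nm excitation; Controls: biotin wells as high control, 0.6% DMSO wells as low control.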
CF NFkB block: blocks PAF-induced NF-kB reporter in cystic fibrosis cells; KKLEB NF-kB-GFP reporter, GFP fluorescence overnight; hit rate 0.86% among 360,000; AID 588850; inhibition, % at 5 µM;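 active means at least 50% inhibition at 5 µM, scaled per plate between neutral and stimulator controls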;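 further: PAF is a Pseudomonas aeruginosa culture filtrate used as stimulus; plate controls were PAF-stimulated DMSO wells for no effect and unstimulated DMSO wells for full effect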
Peg3 promoter: inhibitors of Peg3 promoter. hit rate 1.7% among 360,000. AID 588405. inhibition, % at 20 µM. HeLa PEG-Prom luciferase reporter, luminescence, overnight;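 active means inhibition of at least 50% at 20 µM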
TWEAK Fn14 block: inhibitors of TWEAK-Fn14 interaction signaling. inhibition, % at 10 µM. TWEAK-stimulated Fn14 reporter cells, luciferase luminescence, 8 h. hit rate 2% among 360,000; in the data active means inhibition above about 50%
HIF-2a block: inhibitors of HIF-2a; 786-0 RCC cells HIF-2a reporter, luciferase luminescence, overnight; inhibition, % at 18.8 µM; hit rate 0.72% among 360,000;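 active means inhibition of the luminescence signal of 40% or more relative to plate controls, in a single-dose primary screen at 18.75 µM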
NR2E3 ag-2: activates human NR2E3 receptor; Q9Y5X4; CHO-S Gal4-NCOR/VP16-NR2E3 two-hybrid, luciferase; inhibition of corepressor binding, % at 3.98 µM; hit rate 0.35% among 360,000; AID 602229;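 active means inhibition above the mean of all tested compounds plus 3 SD, cut at about 70% in these data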;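 further: 0% = DMSO with NR2E3 transfected cells and 100% = cells lacking NR2E3 construct; higher means lower luciferase signal from less NR2E3 corepressor binding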
An asterisk follows results filed as active; . = no result given. Random draw from the library; 4.4% or so of the library scored in one or more.

SMILES	aDG glyco act	MITF TRPM1 inh	KKLEB tox	iPSC survival up	Shn3 inh set2	NR2E3 ag-1	CF NFkB block	Peg3 promoter	TWEAK Fn14 block	HIF-2a block	NR2E3 ag-2
COc1cccc(C(=O)n2cnnc2N)c1OC	-0.2	8.0	-1.2	-1.7	-12.2	-7.5	1.6	-5.5	5.8	24.3	-11.4
CCOC(=O)CNC(=O)CSc1nc(-c2ccc(C)cc2)ns1	0.0	-5.6	-2.2	-0.4	-2.5	4.6	1.8	1.8	-9.2	6.7	17.6
O=C(CSc1n[nH]c(=O)n1-c1ccc2c(c1)OCCO2)Nc1ccccc1	-0.1	1.3	10.0	-0.5	13.7	1.5	-2.0	-2.4	10.0	11.4	-24.9
Cc1ccc2c(CNCc3ccco3)cc(=O)oc2c1	-0.1	-45.6	5.2	0.0	-42.0	-1.7	-1.2	-175.1	-18.9	-160.7	-39.9
CCn1c(Cc2ccc(OC)cc2)nnc1SCc1nc2ccccc2c(=O)[nH]1	-0.2	-1.0	-16.1	0.5	1.4	3.1	21.8	-71.7	10.3	16.3	5.8
CCCn1c(SCC(=O)Nc2ccccc2N2CCOCC2)nc2c1c(=O)n(C)c(=O)n2C	0.3	-0.2	-0.7	0.9	-15.4	4.0	7.6	22.8	-0.5	30.7	-24.9
CCN(Cc1ccc(OC)c(COC)c1)CC1CCCN(CCc2cccc(F)c2)C1 (centres undefined)	0.1	-6.1	-0.8	-0.5	3.4	0.4	17.8	-2.9	-8.9	11.8	-11.0
CCN(CC)Cc1c(O)ccc2c(=O)c(-c3ccccc3OC)coc12	-0.2	15.8	18.4	0.1	13.5	0.8	-10.3	0.4	-0.5	21.2	1.3
CCSS(=O)(=O)c1cccc2cccnc12	-0.2	0.8	-3.4	0.2	.	-0.5	6.0	13.9	14.7	14.5	-3.0
COc1ccc(OC)c(C(=O)NC(CC(N)=O)c2ccc(N3CCC(Cc4ccccc4)CC3)c([N+](=O)[O-])c2)c1 (centres undefined)	0.3	-6.0	-14.7	2.7	-15.2	3.1	27.9	-0.7	-15.6	18.1	-11.4
CCc1ccc(CN2CCC(n3nccc3NC(=O)Cc3ccccc3)CC2)o1	0.0	-0.4	-2.9	0.3	-4.6	.	14.1	22.1	-1.0	13.3	-3.5
CCOc1ccc(NC(=S)NCc2ccc3c(c2)OCO3)cc1	-0.1	-1.1	6.6	-0.1	-2.5	1.9	4.2	-6.8	-1.8	-16.4	2.7
CCCS(=O)(=O)NC(=O)C1(C)CCCN(C(=O)c2ccc(C(F)(F)F)nc2C)C1 (centres undefined)	0.0	.	-4.5	-0.1	-7.4	.	14.2	11.0	-6.6	-0.7	-4.7
Cc1cccn2c(CNCCc3ccco3)c(C(=O)N3CCOCC3)nc12	-0.4	7.1	2.3	1.0	11.9	.	10.0	15.8	0.0	0.5	-6.9
O=C(NNC(=O)c1cc([N+](=O)[O-])ccc1Cl)c1cccnc1	-0.3	13.4	-4.0	0.1	-3.8	.	-10.6	-5.2	1.7	12.6	-1.6
CCOC(=O)C(NC(=O)Nc1ccc(O)cc1)(c1ccccc1)C(F)(F)F (centres undefined)	-0.1	1.6	3.8	-2.9	4.2	6.2	10.5	-9.5	8.9	23.0	2.9
CCCC(NC(=O)C(C)N1CCN(S(=O)(=O)c2ccccc2)CC1)c1ccccc1 (centres undefined)	0.5	1.1	10.3	-0.3	15.3	-1.8	-20.5	11.9	-2.2	1.7	-7.9
COC(=O)CCCCCNC(=S)Nc1ccc2[nH]c(=O)[nH]c2c1	-0.2	-16.4	6.4	0.1	-15.1	-4.0	-30.5	3.7	-0.7	3.8	6.7
CC(=O)c1ccc(S(=O)(=O)Nc2cccc(-n3cnnn3)c2)cc1	0.0	10.7	3.3	-0.7	-9.0	1.4	20.4	-0.2	-1.2	7.1	-2.5
CCC(OC(=O)C(CC(C)C)NC(=O)c1ccccc1)C(=O)Nc1nnc(C)s1 (centres undefined)	0.1	7.8	-12.1	0.0	-4.6	-2.2	4.4	9.1	2.3	-4.8	-2.9
Nc1nc(NCC2CCCO2)nc(Nc2ccccc2)c1[N+](=O)[O-] (centres undefined)	-0.4	-14.1	-13.3	0.6	-11.0	-0.2	0.5	22.1	9.3	9.2	0.9
CCOc1ccccc1Nc1nc(N2CCCC2)nc(N2CCOCC2)n1	-0.1	-7.7	1.1	-1.7	0.4	4.7	14.1	10.6	-8.7	9.8	11.6
Cc1nn(CCOc2ccccc2)c(=O)n1-c1ccccc1F	-0.2	-54.2	13.1	-2.1	-62.8	2.5	3.9	-146.4	3.6	-165.1	-54.9
COCCNC(=O)c1onc(CSc2ccc(F)cc2)c1C(=O)NCCOC	-0.2	-11.7	-9.5	0.9	-4.9	1.0	-3.8	-9.8	-15.8	-2.5	-9.4
N#Cc1ccc(S(=O)(=O)N2CCN(CN3C(=O)CC4(CCCC4)C3=O)CC2)cc1	-0.2	.	-6.1	-0.4	-6.4	.	-10.0	10.1	1.4	7.9	-38.0
CC(=O)NC(c1ccccc1)c1cc([N+](=O)[O-])c2cccnc2c1O (centres undefined)	0.0	13.7	-1.3	0.1	-10.6	-8.2	16.6	61.0*	36.1	21.3	57.2
O=c1c2c3c(sc2[nH]c(=S)n1Cc1ccco1)CCC3	-0.1	1.8	-10.9	-0.7	-2.9	4.5	8.9	7.3	26.1	2.2	-17.8
COc1cc(/C=C(\CCC(=O)O)c2nc3ccccc3s2)ccc1OCC(=O)Nc1c(Cl)cccc1Cl	-0.1	-13.7	5.8	-0.5	16.9	.	-9.3	6.0	-24.0	-9.8	-15.8
CCN(CC)Cc1c(O)c(Cl)cc2c(C)cc(=O)oc12	0.0	-3.6	7.5	-0.2	-14.9	.	-6.3	12.1	-2.7	12.9	-42.5
COC(=O)c1sccc1NC(=O)CSc1ccc(Cl)cc1	0.2	-7.8	1.2	0.2	-32.8	0.5	2.3	-8.4	6.4	-56.9	-12.1
CCc1ccc(-c2nc(SCC(=O)N(C)C3CCS(=O)(=O)C3)n[nH]2)cc1 (centres undefined)	0.2	-11.8	-13.5	-0.3	18.5	3.7	3.6	-63.0	-22.7	-71.7	-30.2
Clc1ccc(/C=C/c2nc3ccccc3[nH]2)c(Cl)c1	0.3	4.6	-76.1*	-3.1	-28.2	-2.1	-17.5	-82.7	63.7*	-92.8	-127.8
COc1cc(Cl)ccc1OCc1cc(C(=O)N2C[C@]3(C)C[C@H]2CC(C)(C)C3)no1	-0.1	-117.5	-3.3	-0.1	-103.9	-2.5	-3.2	-208.2	-15.4	-194.3	-65.6
Cc1nc(-c2ccc(NS(C)(=O)=O)cc2)cs1	0.8	6.0	2.1	-2.4	5.8	0.3	7.2	-33.6	-0.1	-87.8	-22.1
O=C(CSc1nn(-c2ccc(Cl)cc2)c(=S)s1)N1CCN(C(=O)c2ccco2)CC1	-0.2	4.2	2.0	5.6	2.0	2.1	-1.7	17.2	-25.4	0.7	16.4
COc1ccc(-c2cc(C)no2)cc1S(=O)(=O)NCc1ccc(OC(C)C)cc1	0.0	-0.6	-1.6	-0.5	-10.1	-3.7	27.8	-0.6	-7.4	1.6	-5.4
CC1(C(=O)Nc2nccs2)CCN1C(=O)CC(c1ccccc1)c1ccccc1 (centres undefined)	0.0	.	10.6	-1.0	19.7	.	-4.8	17.6	-0.6	8.7	-10.3
Cn1c(Cn2c(=O)sc3ccccc32)nnc1SCC(=O)Nc1cccc(Cl)c1	-0.1	9.4	4.6	3.1	3.7	8.6	23.5	11.5	2.9	3.5	-25.2
Cc1nc(CS(=O)(=O)c2ccccc2)cc(Sc2ccc(Cl)cc2Cl)n1	0.5	-18.9	0.2	0.6	-9.7	-0.1	-3.7	-89.9	-20.7	-129.0	-84.0
Cc1ccc(NC(=S)NC(=O)c2cncc(Br)c2)c(C)c1	-0.1	.	-8.5	-0.5	-3.9	2.2	37.5	-22.5	3.5	-19.7	-11.2
CC(C)N(C(=O)[C@H]1C[C@H](CC(=O)NCCCN(C)C)C(=O)N2CCc3c([nH]c4ccc(Cl)cc34)[C@]12C)C(C)C	0.2	-12.3	-1.4	-4.4	14.9	.	28.4	40.2	2.6	-25.2	-18.7
CC1=CC2=NC(=O)CC(C)(C(=O)N(CC(=O)NC3CCCC3)Cc3ccccc3)N2C=C1 (centres undefined)	-0.1	2.4	5.7	-0.1	5.2	2.5	-10.1	5.9	4.4	0.7	-14.7
O=C(COC(=O)CCC(=O)c1cccs1)NC(=O)c1ccc(OC(F)F)cc1	-0.1	-4.6	-4.1	-1.0	-24.1	3.1	11.1	13.4	0.6	7.9	-4.3
Cc1cc2cc(CNC(=O)c3ccc(Br)o3)ccc2n1C	-0.1	6.9	21.4	-1.5	-9.9	4.3	-45.6	-2.7	-8.3	1.7	5.3
CN(C(=O)CN(C)S(=O)(=O)c1ccc(F)cc1)c1c(N)n(Cc2ccccc2)c(=O)[nH]c1=O	-0.1	5.0	7.6	0.4	3.5	2.7	4.7	8.9	10.8	12.7	17.7
CC(=O)N1CCc2cc(S(=O)(=O)CCC(=O)N3CCN(c4ccccc4F)CC3)ccc21	-0.2	-7.1	9.7	0.2	5.1	0.8	2.1	-9.7	-19.1	15.2	9.6
O=C(c1cc(N2CCCCC2)nc2ccccc12)N1CCOCC1	0.3	6.8	13.5	2.1	-1.1	-0.4	-24.3	14.5	8.7	21.9	12.0
N#CCCNS(=O)(=O)c1ccc(C(=O)OCC(=O)Nc2ccc3c(c2)OCO3)cc1	-0.2	-0.5	-3.9	-0.2	1.4	-0.9	11.0	-14.8	-2.6	0.4	18.2
O=C(C1=C[C@H](c2ccc(C(F)(F)F)cc2)C[C@H](OCCCCO)O1)N1CCN(Cc2ccccc2)CC1	0.4	-4.7	-11.5	-3.1	19.4	3.5	12.4	9.5	10.2	6.0	-6.1
COCC1CCCCC1OS(N)(=O)=O (centres undefined)	0.0	-14.7	-1.5	-1.0	19.2	1.6	4.5	-2.7	4.9	16.7	-22.0
